# Compound activity deposited in PubChem BioAssay by several laboratories.
# NOD1 inhibition – NOD1 signaling inhibitors, primary screen, cell-based, luminescence, uHTS (AID 1578) | NOD1-driven NF-kB luciferase reporter cells, luminescence; higher % means a stronger effect | one-dose inhibition, % at 4 µM; EC50 in µM for titrated hits | 290,000 compounds, 1% hits; in the data active = inhibition mostly above about 36%, no sharp cut-off; inactive = mostly below about 34%;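 note: HEK-293T reporter cells stimulated with the NOD1 agonist gamma-tri-DAP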
# b-catenin transl – beta-catenin nuclear translocation modulation; 190,000 compounds, 0.3% hits; HeLa beta-catenin nuclear translocation, immunofluorescence imaging; nuclear translocation activity, % at 5 µM; AID 1665;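 active = nuclear translocation activity above 50% at 5 µM, with a well cell count of 50 or more; inconclusive = wells under 50 cells across six images, flagged as toxic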;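 note: per-cell ratio of nuclear to cytoplasmic median beta-catenin stain intensity; plate controls were DMSO negative control for no effect and GSK-3 inhibitor IX positive control for full effect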
#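 Test system: HeLa cells, endogenous beta-catenin; Compound: single 5 µM dose plus 0.02–20 µM confirmation series; Times: compound exposure 24 h at 37°C; Signal: fluorescence imaging of beta-catenin antibody stain plus DAPI; Read-out: % activation, nuclear-to-cytoplasmic median beta-catenin signal ratio per cell.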
# Dynein cargo inh – blocks dynein driven cargo transport along microtubules; 220,000 compounds, 0.47% hits; AID 1381; 3617.4 mouse cells, GR-EGFP nuclear translocation imaging; test concentration mostly 20 µM; stimulated with dexamethasone, 1 µM; hits give low values; z-score, hits read low;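 active = plate z-score of nuclear minus cytoplasmic receptor signal below a set negative limit, without overly bright fluorescence or cell loss, cut at about -3.5 in these data, passing the limit was not always enough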;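 note: z-score of nuclear minus cytoplasmic ring GR-EGFP intensity difference per well; some compounds called inactive have numbers as strong as hits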
#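 Buffer or medium: tet-free, stripped-serum medium; reagent: dexamethasone at 1.0 µM final, 30 min; incubation: 48 h induction, 1 h compound, 30 min dex at 37 °C; measured by: formaldehyde fixation, Hoechst nuclear stain, 10x automated fluorescence imaging; read-out: nuclear-to-cytoplasmic GR-EGFP distribution per well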
# MT stabilize HCS – stabilizes microtubules in HeLa cells | HeLa tubulin immunostaining HCS, 24 h; share of cells brighter than vehicle mean+2SD | % tubulin-high responders, % at 10 µM | 200,000 compounds, 0.83% hits | AID 2205;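 active = plate Z-score above 3 for both tubulin-high and condensed-nucleus cell shares, with cell loss under 80%, at 10 µM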;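 note: anti alpha tubulin signal scored within the nucleus-defined area of each cell; some results filed as inactive read as strong as hits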
# Autophagy mod – alters autophagy in cells | calls only at 10 µM (by protocol) | MEF GFP-LC3 puncta imaging; test concentration mostly 10 µM | 190,000 compounds, 0.98% hits;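 active = percentage of spot-positive cells more than 3 SD above its plate mean, without a fluorescence outlier flag or 80% toxicity; inconclusive = no clear call, values can overlap the other calls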;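 note: spot-positive cell cutoff set from DMSO-treated cells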
# Ins promoter up – MIN6 insulin promoter up-regulation | MIN6 insulin promoter-GFP reporter, high-content imaging; hits give high values | z-score at 5 µM | 190,000 compounds, 0.3% hits;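 active = z-score above 3 at 5 µM with at least 500 cells counted in the well; inconclusive = wells under 500 cells, flagged as cytotoxic or low count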
# NOD2 inhibition – NOD2 signaling inhibitors, cell-based, luminescence, uHTS, HEK293 (AID 1566); one-dose inhibition, % at 4 µM; EC50 in µM for titrated hits; 290,000 compounds, 0.63% hits; HEK293 NOD2/NF-kB luciferase reporter, luminescence; higher % means a stronger effect; in the data active = inhibition above about 50%; note: many of its hits are not listed in these tables
# P. falciparum M17LAP – P. falciparum M17LAP inhibitors, primary screen, biochemical, fluorogenic H-Leu-NHMec substrate, 1536-well (AID 1619); recombinant M17LAP, H-Leu-NHMec fluorogenic kinetic assay; higher % means a stronger effect; inhibition, % at 30 µM; hits with a dose series show IC50 in µM; 220,000 compounds, 0.38% hits;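 active = compound inhibiting the enzyme by more than half at any dose during confirmatory dose-response retesting; inconclusive = strong single-dose inhibitors picked by rank but not retested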;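 note: plate controls were full reaction with DMSO carrier for no effect and no enzyme background for full effect; strong numbers were not always called active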
# Yfh1-depleted yeast – enhancers of respiration in Yfh1-depleted yeast, dose response, Friedreich's ataxia, plus single-dose screen (AID 1465); S. cerevisiae Yfh1-off respiration, WST-1 reduction, 72 h; higher fold induction means a stronger effect; fold induction at 50 µM, or EC50 in µM where a hit was titrated; 220,000 compounds, 0.074% hits;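 active = fold induction of absorbance versus untreated yeast above a set limit, then at least 30% activation at any dose in follow-up; inconclusive = repeats straddling the limit, or above it without dose testing; inactive = fold induction below the set limit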;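 note: activators that raise dye reduction in frataxin-depleted yeast; strong numbers were not always called active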
# Dynein cargo inh cytoplasmic EGFP – also measured in Dynein cargo inh; calls as there; z-score; measured here: cytoplasmic GR-EGFP intensity; hits give high values
# Dynein cargo inh nuclear GR-EGFP – further read-out of Dynein cargo inh, marked with its call; z-score; measured here: nuclear GR-EGFP intensity;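 lower value marks the stronger effect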
# Dynein cargo inh cell count – also measured in Dynein cargo inh; calls as there; z-score; measured here: cell count per field
# Ins promoter up cell count – also measured in Ins promoter up; calls as there; cell count; measured here: cytotoxicity, nuclei count;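 total cells summed across four imaged fields per well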
# b-catenin transl cell count 5 µM – second read-out of b-catenin transl, no call of its own (marks repeat the call); cell count; measured here: cell count, cytotoxicity flag
# MT stabilize HCS Hoechst-high % – second read-out of MT stabilize HCS, no call of its own (marks repeat the call); % Hoechst-high responders; measured here: nuclear condensation Hoechst responders;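 share of cells brighter than vehicle mean plus two SD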
# MT stabilize HCS cytotoxicity % – also measured in MT stabilize HCS; calls as there; toxicity, %; measured here: cytotoxicity by cell density;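 0% = mean cell density of plate MIN control wells and 100% = no cells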
# Autophagy mod cell loss 18 h – further read-out of Autophagy mod, marked with its call; toxicity, %; measured here: cell loss, nuclei count;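 cell loss after 18 h compound exposure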
# Starred values were filed as active, the others as inactive; i = inactive; ? = inconclusive; nt = no result given. These rows are one share of the data; count on the stated rates, not on these rows.
SMILES,NOD1 inhibition,b-catenin transl,b-catenin transl cell count 5 µM,Dynein cargo inh,Dynein cargo inh cytoplasmic EGFP,Dynein cargo inh nuclear GR-EGFP,Dynein cargo inh cell count,MT stabilize HCS,MT stabilize HCS Hoechst-high %,MT stabilize HCS cytotoxicity %,Autophagy mod,Autophagy mod cell loss 18 h,Ins promoter up,Ins promoter up cell count,NOD2 inhibition,P. falciparum M17LAP,Yfh1-depleted yeast
CCO[C@H]1OC(C(=O)N2CCN(Cc3ccccc3)CC2)=C[C@@H](c2coc3ccccc3c2=O)[C@@H]1CCCO,-31%,0.8,1124,-1.1,-0.13,-0.3,0.57,2.5,2.2,9.3,i,0,-1.4,1361,-2%,4%,i
N#Cc1nc(Cc2ccccc2)oc1N1CCN(c2cccc(Cl)c2)CC1,-26%,-2.1,1399,-1.7,-0.25,-0.73,0.51,3.1,3.1,0.2,i,31,0.56,1422,12%,14%,i
COC(=O)C1C(O)=C(C=NCC(C)N=CC2=C(O)C(C(=O)OC)C(C)(C)CC2=O)C(=O)CC1(C)C (stereo not given),-16%,-3.8,925,-0.26,-0.22,0.025,0.15,1.9,2.0,6.2,i,-5,0.52,1038,-7%,-1%,i
COc1ccc2c(c1)c(C(=O)N/N=C/c1cccc(Br)c1)c(C)n2C,0%,0.1,1239,-0.059,-0.25,-0.059,0.58,nt,nt,nt,nt,nt,-0.57,1088,13%,-2%,i
O=C1CCCc2c1[nH]c1ccc(CN3CCCCC3)cc21,-20%,1.6,1134,1.2,-0.17,0.55,-0.96,2.2,1.7,8.7,i,2,1.2,1061,-13%,0%,i
CCOC(=O)Cn1c(=O)c2c(nc3n2CCN3c2ccc(C)cc2)n(C)c1=O,0%,0.7,1161,nt,nt,nt,nt,nt,nt,nt,nt,nt,-0.46,849,7%,nt,nt
CCOC(=O)c1sc(NC(=O)COC(=O)c2ccco2)nc1C,-2%,nt,nt,-0.25,-0.14,0.31,0.4,3.0,3.1,10,i,-14,nt,nt,-16%,1%,i
COC(=O)CC1C(=O)NCCN1C(=S)Nc1ccc(F)cc1 (stereo not given),-8%,-0.5,1301,0.48,-0.16,0.015,-0.34,nt,nt,nt,nt,nt,-0.45,1032,-11%,-4%,i
CS/C(=N\N(C)C(N)=O)c1ccccc1,-25%,-7.9,646,1.8,-0.3,0.98,0.062,4.4,1.4,3.4,i,-8,-0.06,1328,10%,7%,i
O=C(Nc1cccc(-c2cn3cccnc3n2)c1)c1ccc(Br)o1,-33%,0.4,1456,0.12,-0.31,-0.044,0.5,6.2,3.6,2.8,i,13,-0.23,1427,-22%,-23%,i
CC(C)c1cc(-c2cc(-c3ccccc3)on2)nc(NC2CCCC2)n1,-7%,-0.9,1099,1.7,-0.63,1,-1.3,nt,nt,nt,nt,nt,-0.3,815,17%,-11%,i
Cc1nc(NNC(=O)c2ccc([N+](=O)[O-])cc2)cc(-c2ccccc2)n1,2%,-2.1,1039,-0.41,-0.3,-0.22,0.6,0.9,0.6,0.6,i,0,0.52,837,8%,7%,nt
COc1ccc(OC)c(-c2cc(C3CCN(c4cc(Cl)nc(N)n4)CC3)[nH]n2)c1,56%*,nt,nt,-0.51,-0.4,-0.044,0.52,2.6,2.0,5.3,i,-19,nt,nt,35%,5%,nt
O=C(Nc1sc2c(c1C(=O)NC1CC1)CCCCCC2)c1ccco1,3%,nt,nt,0.99,-0.25,1,-0.6,4.6,1.1,57,i,6,1,1331,10%,15%,i
CCCNC(=O)Cn1nc(C(F)(F)F)cc1C,-23%,0.7,1474,-0.071,-0.36,-0.12,0.64,2.7,1.9,8.5,i,-5,nt,nt,9%,-11%,i
CCOc1ccc2nc(NC(=O)CSc3nc4ccccc4c(=O)n3Cc3ccco3)sc2c1,-43%,nt,nt,-1,0.0098,-0.35,0.17,6.5,7.8,6.7,i,2,-0.97,1253,-29%,-37%,i
O=C(Nc1ccc2c(c1)nc1n2CCSC1)c1ccccc1,-32%,0.0,1038,0.61,-0.1,1.2,-2.3,1.7,1.8,4.9,i,-3,0.75,1016,-90%,-6%,i
Cc1cc(C)c2sc(N(CCCN(C)C)C(=O)CN3C(=O)c4ccccc4C3=O)nc2c1,-28%,2.4,998,1.5,-0.34,0.21,-0.45,4.0,1.6,5.3,i,15,-0.37,1312,11%,1%,i
C/C(CC(=O)NC12CC3CC(CC(C3)C1)C2)=N\NC(=O)c1ccc(C)cc1,-28%,-0.7,1001,0.46,-0.16,0.8,-0.46,3.3,2.5,6.8,i,-4,-0.22,1707,5%,nt,i
COc1ccc(CCNC(=O)c2ccc(Cl)cc2Cl)cc1OC,-24%,-2.0,1464,-0.17,-0.31,-0.39,0.48,2.6,2.2,7.4,i,-14,-1.4,1467,14%,12%,i
CCOC(=O)C(CCC#N)(CCC#N)C(=O)OCC,-5%,-6.4,964,-0.49,-0.28,-0.11,-0.047,2.5,1.8,3.4,i,16,0.92,1469,7%,2%,i
CCOC(=O)CCNC(=O)N1CCCC(CCC(=O)N(C)CCc2ccccn2)C1 (stereo not given),-37%,-0.7,955,0.3,-0.18,0.76,-0.6,1.7,1.6,4.2,i,4,-0.37,1504,15%,nt,i
CCSc1nnc(NC(=O)C2CC(=O)N(Cc3ccc(C)cc3)C2)s1 (stereo not given),-37%,0.6,1002,-1.1,-0.3,-0.49,0.68,2.0,2.6,5.5,i,2,0.23,1310,-6%,4%,i
NC(=O)c1ccc(Oc2ccc(C(N)=O)cc2)cc1,-6%,-2.8,1166,0.7,-0.21,0.23,-0.31,nt,nt,nt,nt,nt,-0.23,1456,-2%,13%,i
Cc1csc(NC(=O)CCS(=O)(=O)c2ccc(Br)cc2)n1,14%,nt,nt,1.3,0.1,1.8,-2.4,2.6,1.1,1.4,i,-8,-1.7,1301,10%,6%,i
O=C(CSCc1cccc(Br)c1)N1CCOCC1,-20%,-1.8,1004,-0.43,-0.21,-0.049,0.56,2.3,2.9,8.7,i,-3,-0.27,1075,-8%,8%,i
c1ccc(Oc2nc(N3CCOCC3)nc(N3CCOCC3)n2)cc1,-6%,-6.8,1236,2.5,-0.11,1.2,-1.5,1.5,1.4,12,i,6,nt,nt,7%,8%,i
CCCn1c(C(C)NC(C)=O)nc2ccccc21 (stereo not given),nt,-0.8,1056,-0.4,-0.18,-0.1,-0.26,2.9,1.5,11,i,-18,0.58,1828,2%,9%,i
O=C(NNC(=S)Nc1cccc(C(F)(F)F)c1)c1ccccc1Cl,8%,3.6,461,-0.47,-0.26,-0.25,0.41,2.0,2.8,1.1,i,10,0.18,1268,24%,3%,i
COc1ccc(-c2ccc(-c3noc(C4CCCCC4)n3)c(OC)n2)cc1,-18%,-7.0,997,-0.84,-0.11,-0.18,0.86,6.8,3.9,11,i,-8,-1.5,1039,14%,-7%,nt
Cc1c(F)cccc1NS(=O)(=O)c1ccc2c(c1)NC(=O)CO2,-30%,2.1,1054,-0.095,-0.082,0.12,-1.4,3.4,2.1,6.9,i,7,0.33,1260,6%,5%,i
COc1ccc(OC)c(/C=N/NC(=O)c2[nH]nc3c2CCc2ccccc2-3)c1,-30%,-0.4,1077,-0.22,-0.23,-0.23,-0.027,1.2,2.7,2.9,i,-7,-0.91,1396,-2%,-15%,i
N#CCCN1CCN(C(=S)c2ccc(-c3ccc(Cl)c(Cl)c3)o2)CC1,-70%,2.6,925,-0.27,-0.2,0.046,-0.46,1.9,2.6,13,i,40,-3,1017,-71%,-9%,i
COc1ccc(NS(=O)(=O)c2ccc(OC)c(N(C)S(=O)(=O)c3ccc(Cl)cc3)c2)cc1,nt,0.2,1446,0.5,-0.25,0.78,1.1,3.6,1.3,3.1,i,13,?,nt,33%,3%,i
Cc1ccc(C(=O)N2CCCC2)cc1S(=O)(=O)Nc1cccc(C)c1C,-17%,-5.6,1150,-0.044,-0.24,-0.024,0.17,1.2,1.5,9.7,i,-45,0.22,1564,9%,0%,i
CC(C)COc1ccc(S(=O)(=O)NNC(=O)c2cc3ccccc3o2)cc1,13%,0.8,1106,-0.14,-0.17,0.031,0.21,2.7,2.5,7.2,i,6,-0.36,1312,7%,-1%,i
CCOC(=O)C1=C(C)NC(=O)NC1c1ccc(N2CCC(c3ccccc3)=N2)cc1 (stereo not given),-18%,1.5,1196,-0.009,0.044,0.2,0.04,i,nt,100,i,7,nt,nt,-6%,6%,i
COc1ccc(NC(=O)Cn2nc3n(c2=S)CCC3)cc1,-6%,-0.6,1337,0.41,-0.12,0.96,-0.39,5.2,2.6,7.1,i,4,-0.33,1488,5%,18%,i
CCCNC(=O)COC(=O)c1ccccc1C(=O)c1ccc(Cl)c([N+](=O)[O-])c1,nt,-1.3,1118,-2,-0.094,-0.58,0.62,4.0,2.1,6.4,i,-1,-0.35,1157,nt,3%,i
Cc1cccc(NC(=S)NC2CC3CCCC(C2)N3Cc2ccco2)c1 (stereo not given),-24%,0.6,1545,0.38,-0.2,0.18,-0.32,2.2,2.1,3.2,i,15,nt,nt,20%,-3%,i
